XiGFP reactiv: X-chromosome reactivation activator. activation, % at 7.58 µM. XiGFP mouse fibroblasts, % GFP-positive cells imaging, 3 d; cells co-treated with 5-aza-dC sensitizer; scaled so ellipticine positive control = 100%. hit rate 0.055% among 360,000. AID 743238;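 active = mean normalized replicate activation at least 10% and every replicate at or above 10%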;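 also: 0% = median of on-plate neutral control wells and 100% = ellipticine 6 µM median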
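System: XiGFP fibroblasts, SV40-immortalized. Medium: DMEM plus 5-aza-dC sensitizer. Doses: single point. Timing: 3 d treatment, 15 min room-temperature fixation. Control set: ellipticine 6 µM.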
esBAF inh: blocks esBAF chromatin remodeling in mouse ES cells; hit rate 2% among 350,000; Bmi1-luciferase knock-in reporter, 24 h; 100% = twice the neutral-well signal; reporter increase, % at 12.5 µM; in the data active = activation above about 40%;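 also: 0% = median of the plate's neutral control wells and 100% = double that signal; a rise in the Bmi1 reporter signal indicates esBAF inhibition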
RAD52 inh: inhibitors of human RAD52 DNA annealing. recombinant RAD52 DNA annealing, FRET fluorescence. inhibition, % at 18.7 µM. hit rate 0.46% among 360,000. AID 651710;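 active = every replicate showing at least 50% inhibition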
ARNT TACC3 PPI: ARNT/TACC3 interaction disruption | AlphaScreen His-ARNT PAS-B/GST-TACC3 binding, luminescence; TACC3 fragment carries E629A point mutation | inhibition, % at 9.99 µM | Q9Y6A5 | hit rate 0.66% among 390,000;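 active = mean inhibition of replicates at least 50% and at least half of replicates each reaching 50%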;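 also: 0% = complete ARNT plus TACC3 wells and 100% = ARNT alone without TACC3; many hits fall short of the cut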
ERAP1 inh: inhibitors of human ERAP1 aminopeptidase; Q9NZ08; inhibition, % at 10.7 µM; hit rate 0.15% among 340,000; recombinant ERAP1, Leu-AMC fluorescence, 60 min; AID 652197;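 active = mean replicate inhibition of at least 30%, or all replicates individually reaching that 30% level; inactive = mean below 30% and not every replicate reaching it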;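 also: 0% = neutral control wells and 100% = L-leucinethiol positive control wells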
F508del corr: CFTR F508del correction in bronchial cells; activity (quench increase), % at 7.58 µM; hit rate 0.36% among 350,000; AID 720511; CFBE cells, YFP halide quenching; stimulated with forskolin plus potentiator P3; % fluorescence drop versus neutral controls;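 active = mean added fluorescence quench of at least 8% versus neutral control, with both replicates also reaching 8%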;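 also: cells transiently co-express mutant CFTR-F508del with the halide-sensitive YFP; corrector assay measuring rescue of mutant channel to the surface after 24 h compound exposure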
RAD54 inh: inhibitors of human RAD54 branch migration; RAD54 Holliday junction branch migration, FAM/BHQ fluorescence; inhibition, % at 10.4 µM; hit rate 0.14% among 360,000;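 active = mean normalized replicate activity at least 40 and at least half of replicates scoring 40 or more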;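 also: 0% = median of neutral control wells and 100% = median of positive control wells; inhibitors cause a drop in the FAM fluorescence signal; in these data hits start at about 50%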
Target sequence (Q92698 whole entry, looked up): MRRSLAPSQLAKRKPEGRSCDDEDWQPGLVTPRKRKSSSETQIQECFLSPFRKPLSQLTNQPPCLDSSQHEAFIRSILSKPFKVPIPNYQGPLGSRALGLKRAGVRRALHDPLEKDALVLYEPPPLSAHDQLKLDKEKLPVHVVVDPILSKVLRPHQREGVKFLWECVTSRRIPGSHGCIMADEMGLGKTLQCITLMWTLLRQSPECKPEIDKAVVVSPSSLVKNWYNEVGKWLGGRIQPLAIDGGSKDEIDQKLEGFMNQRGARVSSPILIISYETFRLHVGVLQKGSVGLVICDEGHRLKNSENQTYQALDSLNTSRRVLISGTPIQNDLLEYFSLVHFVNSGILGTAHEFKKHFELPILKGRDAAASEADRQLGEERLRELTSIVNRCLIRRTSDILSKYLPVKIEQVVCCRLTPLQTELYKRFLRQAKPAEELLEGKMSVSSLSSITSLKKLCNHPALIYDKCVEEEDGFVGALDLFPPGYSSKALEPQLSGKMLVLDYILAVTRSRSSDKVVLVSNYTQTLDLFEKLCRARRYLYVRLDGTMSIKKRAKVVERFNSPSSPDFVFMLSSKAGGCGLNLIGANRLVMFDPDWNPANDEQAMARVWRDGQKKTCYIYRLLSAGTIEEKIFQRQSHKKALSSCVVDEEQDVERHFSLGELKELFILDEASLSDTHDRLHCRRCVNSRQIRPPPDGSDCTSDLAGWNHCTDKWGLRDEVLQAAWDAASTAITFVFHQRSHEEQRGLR
GSIS activator: GLuc luminescence reporter in INS-1E cells, primary screen for activators of glucose-dependent secretion of insulin | INS-1E GLuc reporter insulin secretion, 2-3 h | activation, % at 16.6 µM | hit rate 0.61% among 370,000 | AID 743287;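 active = lowest replicate activation of at least 40%, so every replicate reaches that level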;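 also: 0% = median of neutral control wells and 100% = median of IBMX positive control wells; some compounds called inactive have numbers as strong as hits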
* hit, by the source's call; & = joins results of further samples.

C[C@@H]1CN([C@H](C)CO)C(=O)c2cc(NC(=O)Cc3ccccc3)ccc2O[C@@H]1CN(C)Cc1ccc(C(F)(F)F)cc1 was read as XiGFP reactiv 0.0, esBAF inh -3.6, RAD52 inh -4.8, ARNT TACC3 PPI 7.0, ERAP1 inh 4.7, F508del corr 2.0, RAD54 inh 1.1 and GSIS activator -14.1.
`COc1ccc2c3c(n(C)c2c1)[C@@H](CO)N(Cc1ccc(Cl)cc1)CC31CCN(CC2CC2)CC1` gave XiGFP reactiv 0.1, RAD52 inh 14.4, ERAP1 inh -1.0, F508del corr 0.7 and GSIS activator -18.1.
COc1ccc(NC(=O)Nc2cccc3c2O[C@@H](CN(C)CC2CCCCC2)[C@@H](C)CN([C@H](C)CO)C3=O)cc1 was read as XiGFP reactiv -0.1&0.2, esBAF inh -0.9&-3.3, RAD52 inh 21.9&-7.0, ARNT TACC3 PPI 3.0&1.0, ERAP1 inh -9.6&-15.3, F508del corr 1.2&1.7, RAD54 inh -1.6&3.8 and GSIS activator -15.8&-10.5.
`O=c1c2c3c(sc2n2c(=S)[nH]nc2n1-c1ccccc1)CCC3` gave XiGFP reactiv -0.2, esBAF inh -5.9, RAD52 inh -0.1, ARNT TACC3 PPI -8.6, ERAP1 inh 1.7, F508del corr 1.3, RAD54 inh 1.4 and GSIS activator -2.7.
COc1ccc(C(=O)N2C[C@@H]3[C@H](c4ccccc42)[C@H](CO)N3Cc2ccc(Cl)cc2)cc1 was read as XiGFP reactiv -0.1, esBAF inh -6.5, RAD52 inh -6.7, ARNT TACC3 PPI 3.2, F508del corr 0.1, RAD54 inh -4.9 and GSIS activator 6.1.
`COc1ccc(Nc2nc(NN)nc(C)c2[N+](=O)[O-])cc1` gave XiGFP reactiv -0.1, RAD52 inh -6.9, ARNT TACC3 PPI -5.3, ERAP1 inh 2.0, F508del corr -1.2 and GSIS activator -1.3.
O=C1NC[C@@H](Cc2cccc3ccccc23)N(CCc2cc(C(F)(F)F)cc(C(F)(F)F)c2)C1=O was read as XiGFP reactiv 0.0, esBAF inh 1.4, RAD52 inh -3.4, ARNT TACC3 PPI -17.8, ERAP1 inh 7.3, F508del corr -3.8, RAD54 inh 8.5 and GSIS activator -0.1.
Screening C[C@H](CO)N1C[C@H](C)[C@H](CN(C)CC2CCCCC2)Oc2ccc(NC(=O)C3CCCCC3)cc2C1=O returned XiGFP reactiv -1.1, esBAF inh 5.0, RAD52 inh 8.7, ARNT TACC3 PPI -0.6, ERAP1 inh -0.2, F508del corr -1.5, RAD54 inh -0.4 and GSIS activator -27.3.
`CCc1nc(N2[C@@H](C#N)[C@H](c3ccccc3-c3ccccc3F)[C@@H]2CO)sc1C` gave XiGFP reactiv 0.3, RAD52 inh -9.3, ERAP1 inh 1.6, F508del corr -2.4 and GSIS activator 8.4.
For CCC(=O)N(C)C[C@@H]1Oc2cc(-c3ccc(OC)cc3)ccc2S(=O)(=O)N([C@@H](C)CO)C[C@H]1C the results were XiGFP reactiv 0.2, esBAF inh 0.8, RAD52 inh 2.3, ARNT TACC3 PPI 7.0, ERAP1 inh -2.9, F508del corr -1.5, RAD54 inh -1.7 and GSIS activator -7.5.
`COc1ccc(-c2csc(C(C)(O)c3ccccc3)n2)cn1` (stereo unspecified) gave XiGFP reactiv -0.1, esBAF inh 10.4, RAD52 inh -4.3, ERAP1 inh 3.4, F508del corr 2.9 and RAD54 inh -5.5.
`COc1cccc(NC(=S)N(CCC(C)C)C(C)c2ccncc2)c1` (stereo unspecified) gave XiGFP reactiv 0.0, esBAF inh -2.8, RAD52 inh -0.8, ARNT TACC3 PPI -8.3, ERAP1 inh -0.5, F508del corr -3.7, RAD54 inh 11.2 and GSIS activator 5.6.
For COC(=O)C1CCN(C(=O)c2cc(OC)c(OC)c(OC)c2)CC1 the results were esBAF inh -3.1, RAD52 inh 1.5, ARNT TACC3 PPI -3.4, ERAP1 inh -4.2, F508del corr -1.5, RAD54 inh 9.0 and GSIS activator 7.5.
Screening Cc1ccc(S(=O)(=O)N(C)C[C@@H]2Oc3ccc(NC(=O)C4CC4)cc3CC(=O)N([C@H](C)CO)C[C@@H]2C)cc1 returned XiGFP reactiv -0.2, esBAF inh -2.5, RAD52 inh 7.3, ARNT TACC3 PPI -2.7, ERAP1 inh -0.9, F508del corr 2.4, RAD54 inh -13.9 and GSIS activator 11.6.
Screening Cn1c(C(=O)NCCc2ccccc2)cc(=O)n(C)c1=O returned XiGFP reactiv 0.0, esBAF inh -3.4, RAD52 inh -8.8, ARNT TACC3 PPI -5.7, ERAP1 inh 0.4, F508del corr -2.1, RAD54 inh 1.3 and GSIS activator -0.9.
Screening COCCN(C[C@H]1[C@H](c2ccccc2)[C@@H](CO)N1C(=O)C1CCC1)C(C)=O returned XiGFP reactiv 0.1, esBAF inh -0.7, ARNT TACC3 PPI -8.8, F508del corr -3.1, RAD54 inh -1.1 and GSIS activator 6.4.
Screening CCCCCN(C(=O)CCC(=O)OCC(=O)NCc1ccc(OC)cc1)c1c(N)n(CCCC)c(=O)[nH]c1=O returned XiGFP reactiv 0.0, esBAF inh -10.4, RAD52 inh 1.3, ARNT TACC3 PPI 2.9, ERAP1 inh -5.6, F508del corr -4.0, RAD54 inh 7.5 and GSIS activator -3.3.
`CCN(CC)C(=O)c1sc2nc(Cc3ccccc3)[nH]c(=O)c2c1C` gave XiGFP reactiv 0.5, esBAF inh 2.5, RAD52 inh -14.4, ARNT TACC3 PPI 0.3, ERAP1 inh 10.1, F508del corr 1.7, RAD54 inh -9.3 and GSIS activator 3.2.
O=C(NC1CCCC1)c1cc(-c2cccc(Cl)c2)on1 was read as XiGFP reactiv 0.5, esBAF inh 78.1*, RAD52 inh -13.6, ARNT TACC3 PPI -17.2, ERAP1 inh 4.6, F508del corr -0.1, RAD54 inh -9.8 and GSIS activator -5.4.
`CN(C)C(CNC(=O)c1c(F)cccc1Cl)c1ccco1` (stereo unspecified) gave esBAF inh -0.4, RAD52 inh -4.4, ARNT TACC3 PPI -10.0, ERAP1 inh -4.6, F508del corr 1.7, RAD54 inh 1.4 and GSIS activator -1.6.

Of the compounds above, three contain an NH in an aromatic ring.
`O=c1c2c3c(sc2n2c(=S)[nH]nc2n1-c1ccccc1)CCC3` gave XiGFP reactiv -0.2, esBAF inh -5.9, RAD52 inh -0.1, ARNT TACC3 PPI -8.6, ERAP1 inh 1.7, F508del corr 1.3, RAD54 inh 1.4 and GSIS activator -2.7.
Screening CCCCCN(C(=O)CCC(=O)OCC(=O)NCc1ccc(OC)cc1)c1c(N)n(CCCC)c(=O)[nH]c1=O returned XiGFP reactiv 0.0, esBAF inh -10.4, RAD52 inh 1.3, ARNT TACC3 PPI 2.9, ERAP1 inh -5.6, F508del corr -4.0, RAD54 inh 7.5 and GSIS activator -3.3.
`CCN(CC)C(=O)c1sc2nc(Cc3ccccc3)[nH]c(=O)c2c1C` gave XiGFP reactiv 0.5, esBAF inh 2.5, RAD52 inh -14.4, ARNT TACC3 PPI 0.3, ERAP1 inh 10.1, F508del corr 1.7, RAD54 inh -9.3 and GSIS activator 3.2.

(next part)
For C[C@H]1CCCCO[C@H](CN(C)Cc2ccc(C(=O)O)cc2)[C@@H](C)CN([C@@H](C)CO)C(=O)c2cc(NS(=O)(=O)c3cn(C)cn3)ccc2O1 the results were XiGFP reactiv 0.0, esBAF inh -2.6&0.9, RAD52 inh -10.3, ARNT TACC3 PPI 4.8, ERAP1 inh 4.5, F508del corr 1.5&0.5, RAD54 inh 3.9&3.9 and GSIS activator 2.1&17.4.
For O=C(CN1CCC(C(O)(c2ccccc2)c2ccccc2)CC1)Nc1cc(Cl)ccc1Cl the results were esBAF inh -4.0, RAD52 inh -7.6, ARNT TACC3 PPI -9.4, ERAP1 inh -0.5, F508del corr 1.9, RAD54 inh 21.2 and GSIS activator -6.3.
For O=C(N/N=C/c1ccc([N+](=O)[O-])cc1)c1ccc(COc2ccccc2-c2ccccc2)cc1 the results were XiGFP reactiv 0.0, RAD52 inh -8.9, ERAP1 inh 1.6, F508del corr 0.9 and GSIS activator -8.4.
`O=C(Cc1ccc(S(=O)(=O)N2CCCCC2)s1)Nc1ccc(F)c(F)c1` gave XiGFP reactiv 0.0, RAD52 inh -33.5, ARNT TACC3 PPI 1.2, ERAP1 inh -0.7, F508del corr 1.0 and GSIS activator -42.7.
For Cc1cc(C)cc(NC(=O)c2cccc(C(=O)Nc3cc(C)cc(C)c3)n2)c1 the results were XiGFP reactiv 0.0, esBAF inh -1.4, RAD52 inh -14.9, ARNT TACC3 PPI -5.3, ERAP1 inh -12.7, F508del corr -2.5, RAD54 inh -4.3 and GSIS activator -3.7.
For CCOP(=O)(OCC)C(Nc1ccccc1)c1ccccc1C(F)(F)F (stereo unspecified) the results were XiGFP reactiv 0.1, esBAF inh -11.1, RAD52 inh -14.9, ARNT TACC3 PPI 13.3, ERAP1 inh 6.2, F508del corr -2.1 and GSIS activator 3.7.
For COCCNC(=O)C1CCCN(S(=O)(=O)c2c(C)noc2/C=C/c2cccs2)C1 (stereo unspecified) the results were XiGFP reactiv -0.2, RAD52 inh 4.1, ARNT TACC3 PPI -4.2, F508del corr 1.6 and GSIS activator -7.4.
`O=C(O)Cc1ccc(NC(=O)c2ccc(Cl)c(Cl)c2)cc1` gave XiGFP reactiv 0.0, esBAF inh -13.7, RAD52 inh 0.6, ARNT TACC3 PPI -6.7, ERAP1 inh 2.7, F508del corr 0.7, RAD54 inh -5.6 and GSIS activator -8.4.
O=C(C[C@H]1C=C[C@@H](NC(=O)c2ccncc2)[C@H](CO)O1)NCc1ccncn1 was read as XiGFP reactiv -0.2, RAD52 inh 1.6, ERAP1 inh 0.6, F508del corr -2.7 and GSIS activator 2.1.
Screening CC1CCCCC1NC(=O)C1CCN(c2c3c(nc4ncnn24)CCC3)CC1 (stereo unspecified) returned XiGFP reactiv -0.1, esBAF inh 2.8, RAD52 inh -7.0, ARNT TACC3 PPI -0.1, ERAP1 inh -4.8, F508del corr -1.0, RAD54 inh 1.0 and GSIS activator 9.6.
CC(/C=N/N1CCN(c2ccccn2)CC1)=C\c1ccccc1 was read as XiGFP reactiv 0.0, RAD52 inh -16.2, ARNT TACC3 PPI 2.0, ERAP1 inh 0.9, RAD54 inh 0.0 and GSIS activator -4.0.
For Cc1ccc(S(=O)(=O)NCC(=O)OCC(=O)NCc2ccco2)cc1 the results were XiGFP reactiv 0.0, esBAF inh 2.6, RAD52 inh 6.1, ARNT TACC3 PPI -1.7, ERAP1 inh -0.4, F508del corr 3.7, RAD54 inh 7.3 and GSIS activator -8.9.
For CC1(C(=O)O)CCCN(C(=O)c2cccnc2Oc2ccccc2)C1 (stereo unspecified) the results were XiGFP reactiv 0.4, esBAF inh -0.3, RAD52 inh -34.2, ERAP1 inh 0.2, F508del corr -0.8, RAD54 inh 3.3 and GSIS activator 10.4.
`CCOc1ncccc1C(=O)Nc1ccc(S(=O)(=O)Nc2cc(C)nc(C)n2)cc1` gave XiGFP reactiv 0.1, esBAF inh 3.7, RAD52 inh -20.4, ARNT TACC3 PPI -6.8, ERAP1 inh 1.1, F508del corr 3.1, RAD54 inh -10.8 and GSIS activator 11.0.
For COCC(=O)N1CC(=O)N2[C@@H](CO)[C@H](c3ccc(C#CC4CCCC4)cc3)[C@@H]2C1 the results were XiGFP reactiv -0.1, RAD52 inh 5.8, ERAP1 inh -4.4, F508del corr -1.8 and GSIS activator 2.0.
For C[C@@H]1CN([C@@H](C)CO)C(=O)Cc2cc(NC(=O)CCCCCC(=O)Nc3ccccc3N)ccc2O[C@H]1CN(C)C the results were XiGFP reactiv 0.0, esBAF inh -0.6, RAD52 inh 12.5, ARNT TACC3 PPI -15.7, ERAP1 inh -1.3, F508del corr 1.4, RAD54 inh -14.2 and GSIS activator 10.1.

High-throughput results (PubChem)
